All columns: NCI-60 one-dose screen, growth in % after 48 h at 10 µM unless noted; 100 = growth as untreated, 0 = no growth, -100 = all killed.
NCI-H226 = NCI-H226 lung cancer | 79,000 tested, 3.5% active | AID 1794732
HCT-116 = HCT-116 colon cancer; 82,000 tested, 7.3% active; AID 1794798
SW-620 = SW-620 colon cancer | 82,000 tested, 5.2% active
NCI-H322M = NCI-H322M lung cancer; 80,000 tested, 2.7% active
HCT-15 = HCT-15 colon cancer. 82,000 tested, 5.2% active
KM12 = KM12 colon cancer cells. 82,000 tested, 5% active
COLO 205 = COLO 205 colon cancer; 79,000 tested, 7.3% active
NCI-H460 = NCI-H460 lung cancer; 82,000 tested, 6.8% active; AID 1794736
HT29 = HT29 colon cancer; 81,000 tested, 7.4% active; AID 1794748
Active calls of the source: *; x = no result given; & = joins results of further samples; ! = a repeat was not active. The calls were made as follows: active = growth percent below 10; inactive = the rest. An excerpt (hit frequency here may not be typical).

SMILES | NCI-H226 | HCT-116 | SW-620 | NCI-H322M | HCT-15 | KM12 | COLO 205 | NCI-H460 | HT29
CCC(CC)CNC(=O)CCl | 107 | 93 | 110 | 99 | 106 | 95 | 117 | 108 | 102
CCN(CC)CCn1c(=O)n(C)c2ccccc21 | 102 | 111 | 105 | 106 | 114 | 100 | 109 | 106 | 112
O=C1NC(=S)NC(=O)C1=Cc1c(Cl)cccc1Cl | 112 | 103 | 112 | 133 | 125 | 112 | 127 | 112 | 126
O=C(CC(C(=O)c1ccccc1)N1CC1)c1ccccc1 (stereo not drawn) | 109 | 82 | 46 | 103 | 88 | 113 | 115 | 104 | 101
CNC(=O)Oc1cccc(OC)c1 | 102 | 103 | 111 | 132 | 112 | 112 | 119 | 115 | 103
NC(CSCc1ccc(N(CCCl)CCCl)cc1)C(=O)O (stereo not drawn) | 85 | 99 | 87 | 103 | 94 | 103 | 111 | 88 | 89
N=C(N)NCCC[C@H](NC(=O)[C@H](CCCNC(=N)N)NC(=O)[C@H](CCCNC(=N)N)NC(=O)[C@H](CCC(N)=O)NC(=O)[C@H](CCCNC(=N)N)NC(=O)[C@H](CCCNC(=N)N)NC(=O)[C@H](CCCCN)NC(=O)[C@H](CCCCN)NC(=O)[C@H](CCCNC(=N)N)NC(=O)CNC(=O)[C@H](CCCNC(=N)N)NC(=O)[C@H](CCCCN)NC(=O)[C@@H]1CCCN1C(=O)Cc1ccc(O)cc1)C(N)=O | 107 | 97 | 103 | 106 | 90 | 103 | 116 | 109 | 100
Cc1cc(N(CCCl)CCCl)n2c(nc3ccccc32)c1C#N | 88 | 22 | 60 | 85 | 94 | 69 | 101 | 106 | 86
CCOC(=O)NN(CCOS(=O)(=O)c1ccccc1)CCOS(=O)(=O)c1ccccc1 | 98 | 95 | 112 | 85 | 106 | 106 | 103 | 109 | 99
O=[N+]([O-])c1ccc(F)c([N+](=O)[O-])c1F | 100 | x | 88 | 92 | 116 | 94 | 115 | 106 | 103
CC1=C([Te]c2ccccc2)C(=O)c2ccccc2C1=O | -52* | -41* | -88* | -23* | -44* | -61* | -84* | -58* | -23*
CC[C@@]1(O)C[C@H](OC2CC(N(C)C)C(O)C(C)O2)c2c(cc3c(c2O)C(=O)c2c(O)ccc(O)c2C3=O)[C@H]1C(=O)OC (stereo partly drawn) | -62* | -70* | -90* | -79* | -43* | -58* | -80* | -64* | -21*
COC(=O)CCC(=O)c1ccc(Cl)cc1 | 87 | 103 | 103 | 99 | 96 | 98 | 113 | 105 | 113
C[N+](C)(C)Cc1c[nH]c2ccccc12 | 105&100 | 100&96 | 106&98 | 110 | 101&108 | 101&106 | 93&102 | 112&106 | 107&111
CCN(CCCl)/N=N/c1nc2c([nH]1)c(=O)n(C)c(=O)n2C | 107 | 90 | 107 | 95 | 101 | 100 | 113 | 110 | 95
C[n+]1c(/C=C/c2ccc(N(CCCl)CCCl)cc2)oc2ccccc21 | 80 | 75 | 89 | 107 | 88 | 99 | 94 | 76 | 74
c1ccc(C2(NC3=NCCO3)CCCCC2)cc1 | 93 | 96 | 105 | 100 | 105 | 111 | 118 | 107 | 105
COC(=O)C12C3C4C1C1C2C3C41NC(=O)c1csc([C@@H](C[C@H](C(C)C)N(C)C(=O)[C@@H](NC(=O)[C@H]2CCCCN2C)C2CC2)OC(C)=O)n1 (stereo partly drawn) | 17 | 2.9* | 26 | 38 | 13 | 5.3* | -65* | 7.9* | -17*
CN1CCCC2c3ccccc3CCC21 (stereo not drawn) | 90 | 94 | 96 | 100 | 105 | 103 | 100 | 103 | 97
CCOC(=O)C1=C(N)Oc2c(c(=O)oc3ccccc23)C1c1cc(=O)oc2ccc(OC)cc12 (stereo not drawn) | 95 | 94 | 107 | 92 | 99 | 103 | 105 | 107 | 100
CC/C(Cc1ccccc1)=C(\c1ccc(OCCN2CCCC2)cc1)c1ccc(OC(=O)NCc2ccccc2)cc1 | 92 | -34* | -44* | 85 | -11* | 46 | -67* | -45* | -42*
CCCCCCCCOP(=O)(N1CC1)N1CC1 | 101 | 100 | 108 | 106 | 97 | 100 | 111 | 104 | 102
O=C(Nc1ccc(S(=O)(=O)F)cc1)Oc1ccccc1 | 99 | 116 | 97 | 95 | 104 | 102 | 110 | 102 | 102
O=C1C2C(C(=O)[N]1[Hg][c]1ccccc1)C1(Cl)C(Cl)=C(Cl)C2(Cl)C1(Cl)Cl (stereo not drawn) | 83 | -78* | -78* | 45 | -89* | 75 | -96* | -21* | -45*

A few values from the list:
COC(=O)C12C3C4C1C1C2C3C41NC(=O)c1csc([C@@H](C[C@H](C(C)C)N(C)C(=O)[C@@H](NC(=O)[C@H]2CCCCN2C)C2CC2)OC(C)=O)n1 (stereo partly drawn) | COLO 205 = -65*
C[n+]1c(/C=C/c2ccc(N(CCCl)CCCl)cc2)oc2ccccc21 | HCT-15 = 88
COC(=O)CCC(=O)c1ccc(Cl)cc1 | HCT-116 = 103
O=C1C2C(C(=O)[N]1[Hg][c]1ccccc1)C1(Cl)C(Cl)=C(Cl)C2(Cl)C1(Cl)Cl (stereo not drawn) | HT29 = -45*
CCCCCCCCOP(=O)(N1CC1)N1CC1 | SW-620 = 108
CN1CCCC2c3ccccc3CCC21 (stereo not drawn) | SW-620 = 96
CC/C(Cc1ccccc1)=C(\c1ccc(OCCN2CCCC2)cc1)c1ccc(OC(=O)NCc2ccccc2)cc1 | SW-620 = -44*

(next part)
SMILES | NCI-H226 | HCT-116 | SW-620 | NCI-H322M | HCT-15 | KM12 | COLO 205 | NCI-H460 | HT29
CN[C@]1(c2ccccc2Cl)CCCC[C@H]1NCCCN1CCCC1 | 96 | 98 | 106 | 107 | 101 | 103 | 117 | 114 | 99
CNC(=S)NCCN1CC1 | 98 | 100 | 114 | 119 | 109 | 103 | 118 | 113 | 116
COc1ccc(C2C3C=CC(C3)C2C(=O)O)cc1 (stereo not drawn) | 110 | 110 | 112 | 110 | 94 | 99 | 109 | 118 | 98
COC(=O)[C@@H](C)C[C@H](Cc1ccccc1)NC(=O)c1csc([C@@H](C[C@H](C(C)C)N(C)C(=O)[C@@H](NC(=O)[C@H]2CCCCN2C)C(C(F)(F)F)C(F)(F)F)OC(C)=O)n1 | 57 | -10* | 23 | 37 | 22 | 7.9* | -51* | 5.6* | 14
N#CC(C#N)=NNc1ccccc1 | 88 | 90 | 85 | 96 | 96 | 108 | 100 | 101 | 95
CCC1CCC(C)N(N=O)C1 (stereo not drawn) | 102 | 107 | 106 | 117 | 102 | 102 | 109 | 112 | 112
COc1ccccc1CC(N)c1ccccc1OC (stereo not drawn) | 92 | 84 | 100 | 103 | 98 | 108 | 99 | 104 | 88
CN1CCN(C(=O)COc2ccc(C=C3C(=O)N(C)C(=O)N(C)C3=O)cc2)CC1 | 110 | 103 | 101 | 104 | 103 | 104 | 111 | 108 | 108
Nc1ccc(Cl)cc1N | 86 | 98 | 114 | 102 | 90 | 98 | 110 | 93 | 97
COc1ccc2c(c1O)-c1c3c(cc4c1[C@H](C2)N(C)CC4)OCO3 | 99 | 102 | 97 | 97 | 99 | 101 | 101 | 101 | 98
Cc1cccc(C#N)c1 | 105 | 100 | 104 | 106 | 93 | 101 | 105 | x | 102
N#Cc1cc([N+](=O)[O-])cc([N+](=O)[O-])c1 | 113 | 102 | 103 | 116 | 100 | 110 | 108 | 93 | 100

In the list so far, these have an NH in an aromatic ring.
SMILES | NCI-H226 | HCT-116 | SW-620 | NCI-H322M | HCT-15 | KM12 | COLO 205 | NCI-H460 | HT29
C[N+](C)(C)Cc1c[nH]c2ccccc12 | 105&100 | 100&96 | 106&98 | 110 | 101&108 | 101&106 | 93&102 | 112&106 | 107&111
CCN(CCCl)/N=N/c1nc2c([nH]1)c(=O)n(C)c(=O)n2C | 107 | 90 | 107 | 95 | 101 | 100 | 113 | 110 | 95

(list continues)
SMILES | NCI-H226 | HCT-116 | SW-620 | NCI-H322M | HCT-15 | KM12 | COLO 205 | NCI-H460 | HT29
Nc1ccc2c(c1)Cc1cc(Br)ccc1-2 | 95 | 98 | 108 | 105 | 101 | 105 | 117 | 104 | 119
Cc1cc(C)c(C)c(CCN)c1C | 91 | 102 | 105 | 98 | 102 | 103 | 106 | 102 | 86
O=C(O)C1(Br)CC12c1ccccc1-c1ccccc12 (stereo not drawn) | 99 | 100 | 111 | x | 101 | 100 | 115 | 111 | 104
O=C1NC(=O)C(=Cc2cccs2)C(=O)N1 | 116 | 111 | 104 | 114 | 101 | 103 | 107 | 111 | 103
C=C=[CH][Sn]([c]1ccccc1)([c]1ccccc1)[c]1ccccc1 | -40* | -97* | -75* | -16* | -49* | -85* | -84* | -79* | -72*
CNC1(c2ccc(F)cc2)CCCCC1 | 104 | 103 | 105 | 146 | 99 | 93 | 100 | 111 | x
O=[As](O)(O)c1ccccc1Cl | 89 | 98 | 89 | 123 | 90 | 107 | 110 | 102 | 107
O=C1CC2OCC=C3C[N+]4(SS(=O)(=O)[O-])CCC56c7ccccc7N1C5C2C3CC64 (stereo not drawn) | 95 | 96 | 100 | 95 | 98 | 103 | 112 | 103 | 104
O=C1OCCC1C(=O)c1ccccc1 (stereo not drawn) | 89 | 97 | 96 | 102 | 99 | 110 | 119 | 97 | 89
O=C1CNC(c2ccccc2)c2cc(Cl)ccc2N1 (stereo not drawn) | 90 | 97 | 97 | 96 | 105 | 91 | 116 | 110 | 80
COc1ccc(NC2=NCCN2)cc1 | 100 | 97 | 106 | 107 | 96 | 99 | 113 | 106 | 82
O=[N+]([O-])c1ccc(CCl)cc1 | 109 | 106 | 108 | 100 | 113 | 102 | 106 | 106 | 112
C#CC(/C=C/Cl)(CC)OC(N)=O (stereo not drawn) | 100 | 108 | 106 | 97 | 109 | 105 | 103 | 105 | 102
CC(C)CCC[C@@H](C)C1CCC2C3CCC4=C/C(=N/OC(=O)Cc5ccc(N(CCCl)CCCl)cc5)CC[C@]4(C)C3CC[C@@]21C (stereo partly drawn) | 101 | 87 | 102 | 101 | 102 | 103 | 115 | 104 | 101
Cc1cccc(C)c1N=C(N)N[N+](=O)[O-] | 97 | 107 | 102 | 125 | 103 | 108 | 115 | 109 | 99
O=[N+]([O-])/C=C/c1ccc([N+](=O)[O-])cc1 | 114 | -93*! | -73*! | 93&90 | -30*! | -54*! | -8.7*! | 102&20 | -47*!
COC(=O)CN(CCCl)P1(=O)OCCCN1CCCl (stereo not drawn) | 96 | 95 | 95 | 100 | 104 | 95 | 110 | 102 | 102
CCOP(N)(=S)OCC | 99 | 101 | 101 | 114 | 105 | 109 | 107 | 109 | 109
Cc1ccc(C(=O)Nc2ccc(CCN3CCN(CCCl)CC3)cc2)cc1Nc1ncnc2nc[nH]c12 | 92 | 89 | 97 | 98 | 106 | 90 | 95 | 96 | 88
O=[N+]([O-])CC(c1cccs1)c1c(-c2ccccc2)[nH]c2ccccc12 (stereo not drawn) | 70 | 76 | 88 | 72 | 65 | 79 | 105 | 99 | 77
Cc1ccnc(NC(=O)CCCc2ccc(N(CCCl)CCCl)cc2)n1 | 91 | 72 | 80 | 109 | 86 | 102 | 112 | 41 | 84
COc1ccc(C2=NN(C(C)=O)C(c3sc(N(CCCl)CCCl)nc3Cl)C2)cc1 (stereo not drawn) | 106 | 82 | 101 | 78 | 96 | 107 | 104 | 99 | 104
COc1ccn(C)c(=O)c1C#N | 92 | 97 | 94 | 92 | 101 | 97 | 96 | 108 | 79
CN(C)C(=O)Oc1cc(Cl)c(Cl)cc1Cl | 96 | 103 | 98 | 106 | 108 | 102 | 121 | 104 | 97
ClCCN(CCCl)c1nc(Cl)c(C2CC(c3ccc4c(c3)OCO4)=NN2c2cc(Cl)cc(Cl)c2)s1 (stereo not drawn) | 98 | 62 | 106 | 98 | 97 | 103 | 110 | 102 | 97
Cc1ccc(C=C(C#N)C#N)o1 | 95 | 103 | 117 | 117 | 99 | 111 | 110 | 103 | 100
C=C1C(=O)O[C@@H]2C[C@@H](C)[C@@H]3C=CC(=O)[C@@]3(C)[C@@H](O)[C@H]12 | -39* | -94* | -31* | -25* | -84* | -84* | -95* | -26* | -66*
OCCCNCc1cccnc1 | 104 | 105 | 103 | 100 | 115 | 108 | 118 | 107 | 94
CNC(Cc1ccccc1)c1ccc(OC)c(OC)c1 (stereo not drawn) | 102 | 108 | 95 | 89 | 103 | 97 | 98 | 101 | 101
O=C(Oc1ccc(CCN2CCCCC2)cc1)c1ccc([N+](=O)[O-])cc1 | 98 | 103 | 112 | 112 | 105 | 104 | 107 | 116 | 91
C/C=C(\CC)C1(CC)C(=O)NC(=S)NC1=O | 92 | 95&111 | 101&101 | 89 | 105&102 | 104&110 | 111&104 | 108&114 | 102&109
NC(=Nc1ccccc1)N[N+](=O)[O-] | 90 | 101 | 98 | 109 | 105 | 106 | 107 | 105 | 100
O=C(c1cc([N+](=O)[O-])cc([N+](=O)[O-])c1)N(CCCl)CCCl | 109 | 98 | 98 | 95 | 95 | 102 | 115 | 102 | 102
C[N+](C)(C)C | 93&102&110 | 95&102&105 | 107&110&117 | 115&106&117 | 100&93&131 | 120&106&113 | 120&122&110 | 103&100&112 | 99&107&88
CC[C@@H]1[C@@H](CCCCCC[C@]2(C)C[C@@](C)(CC(=O)OC)OO2)[C@@H]2[C@H]1[C@]1(C)C=C[C@H]2OO1 | 98 | 99 | 84 | 103 | 108 | 101 | 114 | 96 | 104
O=C1NC(=S)NC(=O)C1=Cc1ccco1 | 99 | 105 | 102 | 120 | 99 | 109 | 118 | 103 | 112

Compound activity deposited in PubChem BioAssay by NCI.
